Assay outcomes: PubChem, several laboratories
Neddyl block: inhibitors of human cullin neddylation; TR-FRET cullin neddylation, biochemical; calls only at 25 µM; 360,000 tested, 0.58% active; P61081+Q13564; in the data active = inhibition above about 36%
Rin1-Abl PPI inh: inhibitors of human Rin1-Abl protein interaction; TR-FRET Rin1/Abl binding, biochemical; AID 588664; 360,000 tested, 0.4% active; inhibition, % at 7.35 µM; in the data active = inhibition above about 5%, passing the limit was not always enough
E coli Lon inh: inhibitors of E. coli Lon protease. P0A9M0. purified E. coli Lon protease, fluorescence polarization. inhibition, % at 7.94 µM. 360,000 tested, 0.42% active; in the data active = inhibition above about 13%, passing the limit was not always enough;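 note: 0% = enzyme with probe and DMSO and 100% = no enzyme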
MsrA act: activates bovine MsrA enzyme. 360,000 tested, 0.3% active. purified bovine MsrA, absorbance read-out. activation, % at 10.6 µM; in the data active = activation above about 7.5%;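 note: 0% = vehicle and 100% = reference activator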
FAS TE block: FAS thioesterase (human) inhibition. inhibition, % at 15 µM. recombinant FAS-TE, OMFH fluorogenic substrate, fluorescence endpoint. 360,000 tested, 0.67% active. P49327. AID 602261;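 active = compounds whose normalised, plate-corrected inhibition of enzyme fluorescence in the single-dose primary screen is 50% or more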;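 note: 0% = DMSO with enzyme and 100% = substrate without enzyme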
MT1-MMP act inh: inhibitors of human MT1-MMP activation. P50281. HT1080 RFP-PRO-GFP cells, GFP/RFP ratio fluorescence, overnight; percent of plate control window, DMSO zero. GFP/RFP ratio change, % at 20 µM. 360,000 tested, 0.061% active. AID 651647;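 active = GFP/RFP ratio change of at least 30% with cell ATP level not reduced by more than half and red fluorescence within 50% of control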; note: strong numbers were not always called active
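system = RFP-PRO-GFP reporter HT1080 cells | dosing = 20 µM single dose, 1% DMSO | timing = overnight cell settling, then overnight compound exposure, 37 °C, 5% CO2 | read-out basis = GFP/RFP fluorescence ratio | controls = DMSO and RFP-L50D-GFP cell wells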
SKN-1 inh: blocks SKN-1 activity in C. elegans; AID 624304; C. elegans VP596 Pgst-4::GFP/RFP ratio, acrylamide-induced, 24 h; 360,000 tested, 0.49% active; inhibition, % at 21.8 µM;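 active = interference check ratio from 0.5 to 1.5 plus GFP to RFP signal ratio inhibition reaching or exceeding a fixed threshold, cut at about 30% in these data, passing the limit was not always enough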; note: some compounds called inactive have numbers as strong as hits
MsrA inhibitor: inhibitors of bovine MsrA | purified bovine MsrA, absorbance read-out | inhibition, % at 15.5 µM | 360,000 tested, 0.75% active; in the data active = inhibition above about 4.5%;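 note: 0% = vehicle wells with enzyme and 100% = reference inhibitor wells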
NRP1-CendR mod: modulators of CendR peptide binding to human neuropilin-1. AID 602438. 360,000 tested, 0.85% active. inhibition, % at 25 µM. FAM-RPARPAR peptide binding to NRP-1, fluorescence polarization. O14786;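 active = inhibition or corrected inhibition above about 18%, plus a signal ratio from 0.5 to 1.5, limit read from the data, passing the limit was not always enough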; note: strong numbers were not always called active
Target sequence (O14786 whole entry, looked up): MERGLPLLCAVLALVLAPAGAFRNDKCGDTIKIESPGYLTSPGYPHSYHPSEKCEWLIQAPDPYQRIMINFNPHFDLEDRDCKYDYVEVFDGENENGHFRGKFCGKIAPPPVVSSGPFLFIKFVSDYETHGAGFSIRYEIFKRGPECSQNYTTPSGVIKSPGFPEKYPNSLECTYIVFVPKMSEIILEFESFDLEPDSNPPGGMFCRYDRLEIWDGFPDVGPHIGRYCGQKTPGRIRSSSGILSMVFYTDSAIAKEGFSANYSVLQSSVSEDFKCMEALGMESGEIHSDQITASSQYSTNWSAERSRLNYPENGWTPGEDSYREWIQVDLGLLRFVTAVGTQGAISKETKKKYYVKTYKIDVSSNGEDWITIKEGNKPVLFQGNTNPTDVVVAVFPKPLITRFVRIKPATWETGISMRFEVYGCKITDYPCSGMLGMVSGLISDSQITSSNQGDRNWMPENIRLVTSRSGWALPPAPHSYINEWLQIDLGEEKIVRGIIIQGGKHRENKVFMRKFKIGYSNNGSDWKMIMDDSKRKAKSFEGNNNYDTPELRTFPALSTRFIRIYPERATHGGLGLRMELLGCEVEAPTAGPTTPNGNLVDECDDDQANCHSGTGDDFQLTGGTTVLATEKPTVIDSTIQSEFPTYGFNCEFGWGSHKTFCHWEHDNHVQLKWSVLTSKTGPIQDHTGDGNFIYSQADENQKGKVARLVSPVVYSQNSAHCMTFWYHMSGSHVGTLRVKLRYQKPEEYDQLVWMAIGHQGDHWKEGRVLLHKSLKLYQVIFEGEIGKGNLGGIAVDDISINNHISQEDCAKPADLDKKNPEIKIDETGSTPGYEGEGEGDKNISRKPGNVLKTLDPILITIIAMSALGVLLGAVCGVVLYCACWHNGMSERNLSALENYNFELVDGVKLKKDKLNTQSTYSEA
* = called active by the depositor; i = inactive; / = no result given; + = active, no number.

The first 2 compounds (preview)
SMILES	SKN-1 inh	E coli Lon inh	NRP1-CendR mod	MsrA inhibitor	Neddyl block	Rin1-Abl PPI inh	MsrA act	MT1-MMP act inh	FAS TE block
Cc1cccc(N=N/C(=C\O)C(=O)c2cccs2)c1	13	-1	5	1.6	i	0	-3	-3	11
C=CCn1c(SCC(=O)Nc2cc(C)on2)nnc1-c1ccccc1OC	-4	15	5	0.6	i	2	-6	-1	-1

The whole of this part, from the first entry:
SMILES	SKN-1 inh	E coli Lon inh	NRP1-CendR mod	MsrA inhibitor	Neddyl block	Rin1-Abl PPI inh	MsrA act	MT1-MMP act inh	FAS TE block
Cc1cccc(N=N/C(=C\O)C(=O)c2cccs2)c1	13	-1	5	1.6	i	0	-3	-3	11
C=CCn1c(SCC(=O)Nc2cc(C)on2)nnc1-c1ccccc1OC	-4	15	5	0.6	i	2	-6	-1	-1
Cc1ccc(C(=O)Nc2ccncc2)cc1S(=O)(=O)N1CCOCC1	4	-3	-2	0.1	i	-3	-9	3	-7
COc1cccc(CNC(=O)CCNS(=O)(=O)c2ccc(Br)s2)c1	0	-4	-2	0.7	i	6	-1	-3	-1
C=C(C)Cc1c(C)c(C#N)c2nc3ccccc3n2c1N1CCCCC1	6	6	2	1.0	i	0	0	-18	3
CC(C)CCC(=O)Nc1cc(S(=O)(=O)N2CCOCC2)ccc1N1CCCC1	-1	-1	-6	0.3	i	-2	-2	1	-8
CC(=O)c1cc(CN2CCN(CC=C(C)C)C(CCO)C2)cs1 (centres undefined)	-4	5	6	-0.2	i	-2	-3	2	-1
Cn1ncc(=S)[nH]c1=S	4	-5	-7	1.5	i	-1	-7	-1	-10
CCOC(=O)c1cn2nc(-c3ccc(OC)cc3)cc2nc1C1CCN(C(=O)OC(C)(C)C)CC1	-4	1	3	0.8	/	-2	4	-3	25
COc1ccc(NC2CCCN(C(=O)CCN3CCCC3=O)C2)cc1OC (centres undefined)	9	6	14	-0.5	i	2	-4	2	-4
O=C(O)c1ccc(Cn2cnc3cccnc32)cc1	18	7	6	-2.0	i	1	0	-1	-7
O=C(NCC(c1cccnc1)N1CCN(c2ccccc2F)CC1)c1ccco1 (centres undefined)	14	5	-1	0.6	i	-2	-1	-2	-3
Cc1cc(C)cc(NC(=O)NCc2c(-c3ccccc3)noc2C)c1	2	7	1	-0.2	i	-2	-4	-1	2
C=CCN1C(=O)/C(=C\C(C)=C\c2ccccc2)SC1=S	12	3	12	1.5	i	-2	-1	3	15
O=C(Cc1ccccc1)NNC(=O)Nc1ccc(Cl)c(Cl)c1	6	4	10	0.6	i	3	-3	-4	19
COc1cccc(C(=O)Nc2cccc3ccccc23)c1OC	22	5	5	0.7	i	-1	0	2	11
O=C(CCc1n[nH]c(=O)[nH]c1=O)N1CCCCC1	-3	2	4	0.0	i	-3	-3	-2	2
Cc1onc(-c2c(F)cccc2Cl)c1C(=O)Nc1ccccc1N1CCOCC1	-4	12	8	1.5	i	1	-6	-1	14
CCCCCN(C(=O)COC(=O)CSc1ccc([N+](=O)[O-])cc1)c1c(N)n(CCCC)c(=O)[nH]c1=O	-2	7	-3	0.9	i	0	-4	-4	58*
COc1ccc(N2C(=O)CC(Cc3ccccc3OC)C2=O)cc1 (centres undefined)	-10	-13	6	-0.8	i	-1	-3	-2	-2
CCCNc1nc2c(c(=O)n(C)c(=O)n2C)n1CCC(C)C	7	6	1	0.7	i	0	-3	4	-4
COC(=O)C1=C[C@@H](C(=O)OC)[C@@H]2C3=C(C(=O)[C@]2(C)NC(=O)c2ccccc2)[C@H](C)n2c(=O)n(-c4ccccc4)c(=O)n2[C@@H]3C1	9	-7	7	-0.3	i	4	-1	1	-4
O=S(=O)(Cc1ccccc1)N1CCN(Cc2ccccc2)CC1	0	5	-4	0.5	i	3	-1	1	-4
C/C(N)=C(/C#N)C(=O)CSc1nc2scc(-c3ccc(F)cc3)c2c(=O)n1C	-4	-7	-6	0.0	i	2	-5	-5	6
Cc1ccc(NC(=O)CSc2nc3c(cc2C#N)C(=O)CCC3)cc1S(=O)(=O)N(C)C	-9	0	8	0.1	i	-2	-3	0	-10
CC(C)=CCC[C@H](C)C[C@@H]1Cc2[nH][nH]c(=O)c2[C@H](c2ccc(F)cc2)O1	8	8	-21	0.4	i	/	-1	0	-88
O=C(COc1ccccc1)N[C@@H]1c2ccccc2CC[C@H]1OCc1ccccc1	-1	-8	-9	-0.6	i	-6	-4	-25	28
Clc1ccc(OCCn2cnc3ccccc32)c(Cl)c1	19	-21	-5	1.8	i	1	-6	6	12
CN(C)S(=O)(=O)c1cccc(-n2sc3ccccc3c2=O)c1	-4	-3	8	-0.8	i	1	7.7*	3	-7
COC(=O)C(C)Oc1ccc2c3c(c(=O)oc2c1)CCCCC3 (centres undefined)	-8	-9	-14	1.4	/	-1	-2	-1	4
Cc1[nH]c2ccccc2c1C(=O)C(=O)N1CC=C(c2ccccc2)CC1	18	-24	3	1.1	i	0	-2	-103	13
COc1ccc(N(C(=O)C2CCCCC2)C2C=CS(=O)(=O)C2)c(OC)c1 (centres undefined)	-2	-3	7	-1.2	i	-1	-2	12	-4
COc1ccc(C(=O)N2CCN(c3cccc(Cl)c3)CC2)c(OC)c1	-10	4	-2	-0.1	i	1	-1	-4	3
CC1(C(=O)NS(=O)(=O)c2ccc(C#N)cc2)CCN1C(=O)CC1CC1 (centres undefined)	13	-2	-4	-0.4	i	0	-2	-2	-6
NC(=O)c1cc2ccncc2c2ccccc12	12	-133	9	0.0	i	-2	-3	-23	-7
NC(=S)N/N=C/c1cccc(/C=N/NC(N)=S)c1	1	-2	3	2.1	i	-9	-1	5	-3
Cc1cc(CN2CCC(N3CCC(C(=O)NC4CC4)CC3)CC2)cc(C)c1O	16	-8	17	1.5	i	0	-5	0	-2
NS(=O)(=O)c1ccc(NC(=O)c2cc(Cl)sc2Cl)cc1	7	9	0	0.2	i	3	-12	-3	-5
CCOc1ccc(Nc2n[nH]c(=S)s2)cc1	-10	4	5	0.7	i	-1	3	4	-11
O=C(C[C@H]1C(=O)N(CCc2ccccc2)C[C@@H]1Cc1ccccc1)Nc1ccc(Br)cc1	6	-7	-2	-0.1	i	0	-4	-3	30
O=[N+]([O-])/C(C(Cl)=C(Cl)Cl)=C(/NC1CC1)Sc1ccccc1	-1	-5	9	-0.3	i	3	-2	-1	-2
Cc1cccc(OCC(=O)Nc2nnn(C)n2)c1C	7	-4	17	-0.5	i	2	1	2	-5
CCOC(=O)c1cn(Cc2cccc(C)c2)nn1	4	3	-6	0.1	i	0	-6	9	-9
COc1ccc(C(CNC(=O)C(Cc2ccccc2)NC(N)=O)N(C)C)cc1 (centres undefined)	-6	9	2	0.1	i	-1	-3	0	-6
CC(C)(C)NC(=S)Nc1ccc(Br)cc1	6	1	2	-0.2	i	-1	-2	3	0
CCc1cccc(CC)c1NC(=S)NCc1ccc2[nH]c(C)cc2c1	22	5	1	0.6	i	0	0	10	-24
CCCCCCCCN1C(=O)[C@H](CC(=O)NCCCCc2ccccc2)C[C@@]2(C(=O)OC)CC(C)(C)CC=C12	24	/	9	-0.5	i	/	/	-13	/
Cc1cccc(NC(=O)CSc2ccc(-c3ccco3)nn2)c1C	1	6	8	-1.2	i	-3	-10	3	1
Cc1cccc(C)c1OCC(=O)N(Cc1ccc(Cl)cc1)C1CCS(=O)(=O)C1 (centres undefined)	17	-8	-3	0.3	i	4	-2	0	10
COc1ccc(NC(=O)CC2CC3CCC2C3)cn1 (centres undefined)	-7	-2	13	0.8	i	5	-3	-1	-3
O=C1c2ccc(-c3ccc4c(c3)C(=O)N(CCCO)C4=O)cc2C(=O)N1CCCO	18	-5	-7	-0.4	+	-3	-4	2	-7
Cc1ccc(C(=O)OCCN2CCN(c3ncc(C(F)(F)F)cc3Cl)CC2)cc1	23	2	8	-1.0	i	-2	-4	1	22
COc1ccc(/C=C2/NC(=O)N(Cc3ccccc3F)C2=O)cc1OC	-15	5	-9	0.8	i	1	3	2	-2
CCCOc1ccc(NC(=O)C2CCCNC2=O)cc1 (centres undefined)	-11	-6	-7	1.0	i	-2	-1	4	-6
Cc1cccc(C)c1-n1nnnc1C(c1ccccc1OC(F)(F)F)N1CCN(C/C=C/c2ccccc2)CC1 (centres undefined)	11	-3	16	1.5	i	3	-3	-7	15
O=C(COc1ccccc1Cl)NNC(=O)c1cc(S(=O)(=O)N2CCOCC2)ccc1N1CCCC1	-4	5	21	0.5	i	1	-6	1	-2
Cn1c(=O)c2c(ncn2CC(=O)Nc2ccccc2Sc2ccccc2)n(C)c1=O	13	2	13	-0.6	i	0	0	2	-1
COc1cc(C)nc(N2CCCC(C(=O)Nc3cc(Cl)ccc3OC)C2)n1 (centres undefined)	-41	-1	1	0.1	i	-2	-11	/	16
CCc1ccc(-c2nnn(CCC#N)n2)cc1	9	4	7	1.5	i	-3	2	-3	-6
COC(=O)C(Cc1cnc(Cl)s1)(C(=O)OC)c1ccc([N+](=O)[O-])cc1[N+](=O)[O-]	3	3	8	4.2	i	1	-1	1	-10

Next part.
SMILES	SKN-1 inh	E coli Lon inh	NRP1-CendR mod	MsrA inhibitor	Neddyl block	Rin1-Abl PPI inh	MsrA act	MT1-MMP act inh	FAS TE block
CCOC(=O)CSc1nc2cc(C(=O)N3CCC(C(N)=O)CC3)ccc2c(=O)n1C1CCCCC1	-4	4	6	0.4	i	0	0	-4	-4
Cc1cc(O)c(Sc2ccc(Cl)cc2)c(=O)[nH]1	-10	5	-5	-0.5	i	-1	5	2	0
Cc1cc(C(=O)CCC(=O)N(C)CC(=O)Nc2c(Cl)cccc2Cl)c(C)s1	18	-10	-6	-2.5	i	2	-2	0	-3
Cc1cc(NC(=NC2CC2)c2ccccc2)n(-c2ccccc2)n1	-4	-4	-5	-1.0	i	3	-1	-5	-6
C=CCNc1nc2cc(-c3ccccc3C)sc2c(=O)n1C	-7	-18	-13	1.1	i	-7	-1	-9	6
CSc1ccccc1NC(=O)COC(=O)Cc1ccsc1	-2	-13	14	-0.1	i	2	-2	0	-1
